# Compound activity (PubChem BioAssay)
# SENP6 inh: SENP6 protease inhibitors, primary screen, biochemical, luminescence, uHTS; Sentrin-specific protease 6 (Homo sapiens), Q9GZR1; Recombinant SENP6 catalytic domain, aminoluciferin luminescence; inhibition, % at 10 µM; 330,000 compounds, 1.8% hits; AID 2599, 2010;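 active = inhibition above about 50% at the single tested dose, limit read from the data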;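 also: plate controls were DMSO wells with enzyme for no effect and DMSO wells lacking enzyme for full effect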
# SENP7 block: SENP7 protease inhibitors, primary screen, biochemical, luminescence, uHTS | Sentrin-specific protease 7 (Homo sapiens), Q9BQF6 | recombinant SENP7, Z-RLRGG-aminoluciferin luminescence, 40 min | inhibition, % at 5 µM | 330,000 compounds, 1.5% hits | AID 434973, 2010;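 active = inhibition above about 50% at the single test dose, limit read from the data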;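 also: plate controls were DMSO with enzyme for no effect and no enzyme buffer wells for full effect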
# Target sequence (Q9BQF6 706-1050 limits assumed): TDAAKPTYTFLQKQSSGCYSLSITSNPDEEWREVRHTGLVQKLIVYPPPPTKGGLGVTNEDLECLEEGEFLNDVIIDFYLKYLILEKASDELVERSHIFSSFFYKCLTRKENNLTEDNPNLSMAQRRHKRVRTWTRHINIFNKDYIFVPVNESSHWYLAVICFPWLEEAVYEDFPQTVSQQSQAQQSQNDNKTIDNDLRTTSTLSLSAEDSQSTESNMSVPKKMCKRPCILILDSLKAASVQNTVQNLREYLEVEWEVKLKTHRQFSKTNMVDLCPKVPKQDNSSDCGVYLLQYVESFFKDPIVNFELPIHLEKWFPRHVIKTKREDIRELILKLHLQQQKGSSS
# SENP8 block-1: human SENP8 protease inhibitors, primary screen, biochemical, fluorescence, Nedd8 protein substrate, uHTS | AID 602440, 2012 | inhibition, % at 20 µM | 360,000 compounds, 0.64% hits | recombinant SENP8 | Sentrin-specific protease 8 (Homo sapiens), Q96LD8; in the data active = inhibition mostly above about 40%, no sharp cut-off; inactive = mostly below about 27%
# Target sequence (Q96LD8 whole entry, looked up): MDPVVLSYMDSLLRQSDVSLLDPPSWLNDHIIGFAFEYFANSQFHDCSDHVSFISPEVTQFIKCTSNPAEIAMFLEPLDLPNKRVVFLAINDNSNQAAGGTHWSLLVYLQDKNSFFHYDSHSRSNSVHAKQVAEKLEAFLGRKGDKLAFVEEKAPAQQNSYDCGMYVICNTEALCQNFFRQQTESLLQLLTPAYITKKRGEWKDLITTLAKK
# SENP1 inh: human SENP1 catalytic domain inhibitors, primary screen, biochemical, FRET, uHTS; recombinant SENP1 catalytic domain, CyPet-SUMO1-YPet FRET cleavage; inhibition, % at 10 µM; 360,000 compounds, 0.21% hits;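 active = inhibition at least 30% at 10 µM, raw YFP signal under a set limit, fluorescence ratio 0.5 to 1.5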;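 also: 0% = enzyme with DMSO and 100% = no enzyme wells; some results filed as inactive read as strong as hits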
# Target sequence (Q9P0U3 419-644 limits assumed): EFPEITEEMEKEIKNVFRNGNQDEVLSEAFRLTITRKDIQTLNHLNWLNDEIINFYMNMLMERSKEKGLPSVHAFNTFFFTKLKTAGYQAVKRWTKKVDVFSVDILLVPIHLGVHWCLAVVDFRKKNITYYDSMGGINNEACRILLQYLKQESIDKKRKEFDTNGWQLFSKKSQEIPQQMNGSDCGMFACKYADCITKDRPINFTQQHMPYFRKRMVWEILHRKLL
#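 Compound: 10 µM single point, 0.5% DMSO; Test system: hSENP1 catalytic domain, recombinant; Timing: 50 min reaction at room temperature; Technique: FRET, CFP and YFP emission; Control set: no-enzyme wells low, DMSO-plus-enzyme wells high control.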
# UBC13 inh: UBC13 polyubiquitin chain formation inhibitors, primary screen, biochemical, TR-FRET, uHTS | Ubiquitin-conjugating enzyme E2 N (Homo sapiens), P61088 | inhibition, % at 20 µM | 330,000 compounds, 0.47% hits; in the data active = inhibition above about 45%, passing the limit was not always enough
# Target sequence (P61088 whole entry, looked up): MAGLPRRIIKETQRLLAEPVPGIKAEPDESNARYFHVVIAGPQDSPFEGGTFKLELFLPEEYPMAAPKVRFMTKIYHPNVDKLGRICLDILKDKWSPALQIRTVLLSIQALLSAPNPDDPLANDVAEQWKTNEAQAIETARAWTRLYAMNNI
# SENP8 block-2: SENP8 protease inhibitors, primary screen, biochemical, luminescence; Sentrin-specific protease 8 (Homo sapiens), Q96LD8; purified SENP8, Z-RLRGG-aminoluciferin cleavage; inhibition, % at 10 µM; 330,000 compounds, 1.2% hits; AID 2540, 2010; in the data active = inhibition above about 50%
# PfGluPho inh: PfG6PD enzyme inhibitors, primary screen, biochemical, fluorescence intensity, uHTS | glucose-6-phosphate dehydrogenase-6-phosphogluconolactonase (Plasmodium falciparum 3D7) | PfGluPho enzyme, NADPH resazurin-diaphorase fluorescence | inhibition, % at 20 µM | 350,000 compounds, 0.78% hits | AID 504690, 2011;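 active = inhibition reaching at least a set limit at 20 µM in the primary screen, cut at about 59% in these data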;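 also: 0% = DMSO wells with substrate and 100% = DMSO wells lacking glucose-6-phosphate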
# HKDC1 inh: HKDC1 hexokinase inhibitors, primary screen, biochemical, fluorescence, uHTS; AID 493160, 2011; recombinant HKDC1, G6PDH/diaphorase resazurin coupled fluorescence; inhibition, % at 20 µM; 340,000 compounds, 0.16% hits; Q2TB90;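 active = inhibition above about 35% when tested at 20 µM, limit read from the data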;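 also: plate controls were DMSO wells with enzyme for no effect and DMSO wells lacking enzyme for full effect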
#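 Incubation: 90 min at room temperature in dark / Material: recombinant HKDC1 (HK5) hexokinase enzyme, produced in-house / Quantity: enzyme 5 µg/mL final / Compound: one dose of 20 µM, 1% DMSO / Reagent: glucose and ATP substrates / Buffer or medium: Tris pH 8.0 buffer with MgCl2, Tween-20, BSA, BME / Technique: resorufin fluorescence at 613 nm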
# beta cell repl: inducers of MIN6 beta-cell proliferation, primary screen, ATP luminescence, uHTS | 330,000 compounds, 0.29% hits | proliferation, % at 10 µM | MIN6 cells proliferation, ATPlite luminescence, 48 h; cells starved in 0.2% serum; 100% = growth in 10% serum;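 active = compounds whose signal lies at least 3.5 SD above the mean of all wells on their plate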;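 also: 0% = DMSO-treated cells in low-serum medium and 100% = 10% serum control; some compounds called inactive have numbers as strong as hits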
# Active calls of the source: *; x = not tested or not shown. An unsorted share of the library (roughly 4% active in at least one column).
structure	SENP6 inh	SENP7 block	SENP8 block-1	SENP1 inh	UBC13 inh	SENP8 block-2	PfGluPho inh	HKDC1 inh	beta cell repl
Cn1c(CN2CCOCC2)nnc1SCC(=O)Nc1cc(Cl)ccc1Cl	-20.3	-7.4	3.7	3.9	2.5	-10.2	-19.6	-1.8	-2.9
CCCc1cc(C(=O)N/N=C/c2ccc(CC)s2)c2ccccc2n1	2.0	5.2	9.5	-1.4	-8.0	-3.2	-6.9	-2.7	-1.0
N#Cc1nc(-c2ccc(F)cc2)oc1NCc1ccco1	-18.5	4.0	-464.9	-0.9	8.8	-5.5	-0.3	-4.1	4.4
CCOC(=O)c1cnn(C)c1NC(=O)c1ccc([N+](=O)[O-])cc1	-10.8	2.4	2.5	3.7	-4.9	-2.9	-2.8	-4.9	0.0
Cc1ccccc1C(=O)NC(=S)Nc1ccccc1C(=O)O	-23.6	-1.6	-36.4	1.8	-6.1	-10.5	-5.8	-3.0	-3.0
Cc1nn(CCCC(=O)N2CCN(c3ccc(F)cc3)CC2)c(C)c1[N+](=O)[O-]	-0.4	13.3	15.2	2.5	10.0	-0.4	7.6	-6.7	0.7
Cc1ccc(-c2nc3ccccc3c(C(=O)NCc3cccs3)c2C)cc1	-2.0	-7.6	4.2	-0.9	2.6	10.4	-4.4	9.2	-3.5
Cc1cccc(NC(=S)N2CCN(c3ccccn3)CC2)c1	4.5	10.5	6.6	9.5	-0.2	2.5	-0.3	-2.0	2.5
O=C(CCc1nc2ccccc2c(=O)[nH]1)NCCN1C(=O)S/C(=C\c2ccc(Cl)cc2Cl)C1=O	-8.0	-12.0	-22.9	-7.3	-9.4	-13.3	0.4	2.3	-6.0
Oc1ccc(-c2nnc(SCc3ccccc3)o2)cc1	13.1	-1.6	19.6	-0.8	0.1	-6.2	-17.1	-3.8	-0.9
CCOC(=O)C1CCN(C(C(=O)Nc2ccc3c(c2)OCCO3)c2ccccc2)CC1 (stereo not drawn)	-13.1	-10.9	23.3	2.1	-11.3	0.3	2.5	-0.6	-0.3
Cc1ccc(NC(=O)C2CCCN(c3ncnc4c3nc3n4CCCCC3)C2)nc1 (stereo not drawn)	7.3	-2.7	15.4	0.2	10.5	7.0	2.5	5.0	7.4
O=C1c2c(O)cccc2Cc2cccc(O)c21	9.3	-0.1	-12.1	14.6	-24.3	-3.8	-15.6	-3.6	-4.0
COc1cc2c(cc1OC)C(c1cccs1)N(C(=O)c1ccc(S(=O)(=O)N(C)C)cc1)CC2 (stereo not drawn)	1.9	-6.1	19.7	2.1	17.2	-3.7	17.6	-1.9	1.5
S=C(c1cccs1)N1CCN(c2ccccc2)CC1	x	x	17.1	2.0	x	x	-11.8	-2.2	x
COc1ccc(C(=O)/C=C/c2cccs2)c(OC(=O)N2CCOCC2)c1	-1.4	0.0	11.6	-2.7	4.2	-5.4	11.1	-2.0	-3.7
NC(=O)C1CCN(C(=O)CN2CCc3ccccc32)CC1	5.3	2.5	-0.7	-11.4	5.7	0.3	0.3	1.3	-0.3
NC(=O)CC(NC(=O)Cc1cccc2ccccc12)c1ccc(NC2CCCCCCC2)c([N+](=O)[O-])c1 (stereo not drawn)	-3.4	8.9	33.6	2.0	-35.7	-6.6	-6.2	1.0	-4.4
COc1ccc2[nH]cc(CCNC(=O)CC[C@H]3O[C@@H](n4cc(C)c(=O)[nH]c4=O)C[C@@H]3O)c2c1	x	6.9	2.5	0.1	x	x	-1.4	-5.8	x
COc1ccc(NC(=O)C2CCCC2)cc1	-9.1	12.8	10.1	0.4	-3.7	-15.2	3.6	-0.2	-3.4
C[C@H]1CN([C@@H](C)CO)C(=O)Cc2cc(NC(=O)Cc3cn(C)c4ccccc34)ccc2O[C@@H]1CN(C)S(=O)(=O)c1cn(C)cn1	-9.1	-16.4	-4.8	-3.6	-1.1	2.9	8.9	-2.0	-4.6
CCN(CC)S(=O)(=O)c1ccc(NC(=O)Cn2c(=O)oc3ccccc32)cc1	3.1	-4.6	16.6	1.0	5.0	-3.4	0.9	-1.1	2.0
O=C1C=CC(=O)N1CCCCCCCCCCN1C(=O)C=CC1=O	x	x	3.2	-0.6	x	x	83.6*	2.6	x
Cc1ccc(C(C)C)c(OCCn2c(=O)oc3ccccc32)c1	-9.7	8.2	22.2	-0.7	3.9	2.9	-3.5	3.0	-4.0
CC1CCN(S(=O)(=O)N2CCC(C(=O)NCCN3CCOCC3)CC2)CC1	-10.3	1.9	9.9	2.5	5.0	9.9	2.9	-9.0	-2.5
CC1C=CCC2C(=O)N(c3cccc(C(=O)N4CCN(c5ccc(F)cc5)CC4)c3)C(=O)C12 (stereo not drawn)	-15.0	-9.7	8.4	2.3	14.0	-9.3	15.3	-3.6	-1.4
Cc1ccc(C)c(S(=O)(=O)C(C#N)c2nc3ccccc3nc2N2CC(C)OC(C)C2)c1 (stereo not drawn)	20.2	17.2	-110.6	-21.3	-1.8	4.7	-26.8	3.6	-4.4
C=CCOc1ccc2c(c1)c(S(=O)(=O)c1ccc(C)cc1)cn2COC	5.9	19.5	9.0	3.8	0.0	3.0	-10.3	16.5	-1.1
COc1ccc(OC)c(NC=C2C(=O)OC(C)(C)OC2=O)c1	-10.2	-3.9	-113.8	-3.9	-10.9	-9.6	13.5	4.1	0.1
CCN(C(=O)COC(=O)c1cccnc1Nc1ccccc1F)C1CCS(=O)(=O)C1 (stereo not drawn)	91.0*	95.6*	2.0	3.2	0.4	82.8*	-15.8	-2.3	0.0
CN(c1ccccc1)S(=O)(=O)c1ccc(C(=O)NCC(c2ccco2)N2CCCCC2)cc1 (stereo not drawn)	0.2	7.2	9.4	1.1	13.0	0.3	5.6	-3.2	-5.5
Cc1ccc(NCCC(=O)c2cccc([N+](=O)[O-])c2)cc1	9.1	-2.7	11.0	-1.4	2.1	3.3	-2.3	19.2	-5.5
CCOc1ccc(S(=O)(=O)N2CCOCC2)cc1NC(=O)Cc1c(F)cccc1Cl	5.0	-6.0	9.5	2.3	2.2	4.5	4.9	-7.5	2.0
COc1ccc(OC)c(NC(=O)C2CCN(C(=O)C3CC(=O)N(c4ccc(C)cc4)C3)CC2)c1 (stereo not drawn)	-8.5	11.5	15.2	0.2	-4.4	-5.5	-34.3	3.5	0.0
CN1CCc2ccccc2C1C1CCNCC1 (stereo not drawn)	-22.5	1.5	12.2	-2.1	2.8	-0.1	-1.8	-0.3	-1.0
Cc1nn(CCc2nc(-c3ccco3)cs2)c2[nH]c(=O)cc(C(F)(F)F)c12	-18.7	-4.4	-41.0	-2.6	-9.5	-0.2	24.9	-5.8	-4.7
N=C(N)SCc1ccc(Cl)c2ccccc12	x	x	12.9	1.0	x	x	26.9	4.8	x
O=C1CC(N2CCOCC2)C(=O)N1c1cccc(Cl)c1 (stereo not drawn)	-6.0	-3.5	25.9	1.7	8.6	-2.3	-13.0	0.8	2.8
COc1ccc(N2CCN(C(CNC(=O)C(=O)NCCCO)c3ccco3)CC2)cc1 (stereo not drawn)	11.7	-1.7	13.4	0.6	5.8	-3.3	-4.5	6.9	2.1
CCN(CC(=O)Nc1cccc(S(=O)(=O)N2CCOCC2)c1)Cc1ccccc1	-0.6	-2.1	3.3	-0.2	-3.0	-1.5	8.0	-2.7	3.2
CC(C)(CN1CCN(C(c2ccccc2)c2ccccc2)CC1)NS(=O)(=O)c1ccccc1	-11.5	-1.1	31.2	2.8	-6.3	1.4	12.5	0.3	-6.0
Cc1ccc(S(=O)(=O)N(C)C)cc1-n1c(SCC(=O)Nc2ccc(F)cc2Cl)nc2ccccc2c1=O	11.0	0.1	0.0	0.7	3.4	-0.1	-0.7	-1.4	0.0
CC(=Nc1ccccc1)C1=C(O)COC1=O	-17.5	2.4	10.3	3.6	5.5	1.3	-2.5	10.6	1.9
O=C(CC(c1ccccc1)c1ccccc1)Nc1ccc(O)cc1	6.6	-3.8	17.8	1.0	-6.8	2.7	-16.1	5.2	-3.9
O=C(N/N=C/c1ccc(-c2ccc(Br)cc2)o1)c1ccc2c(c1)OCO2	17.0	5.0	-436.8	-17.6	-14.0	4.2	1.3	2.8	-3.7
c1ccc(-c2cc(-c3nc(-c4ccccn4)no3)c3ccccc3n2)cc1	-0.2	7.0	-290.1	-1.9	25.9	1.7	7.3	5.6	4.5
O=C(C[C@H]1C/C=C\CC[C@H](Cc2ccc(F)cc2)C(=O)OC[C@@H]2CCCN2C1=O)N[C@H](CO)Cc1ccccc1	-15.2	8.9	16.2	2.0	12.3	0.2	-5.1	1.0	-3.4
O=C(O)CCn1nnc(-c2cccs2)n1	-8.9	-94.1	0.6	-0.7	-11.6	-4.8	-17.6	8.0	-1.4
COc1ccccc1N(C)S(=O)(=O)c1ccc(C(=O)Nc2nccs2)cc1	2.9	-0.3	-18.9	2.8	7.0	10.2	-19.9	-5.0	-1.1
CCOc1cc(C2CC(=O)NC(SCC)=C2C#N)ccc1O (stereo not drawn)	16.5	7.1	7.3	-0.6	-1.6	0.2	2.0	0.9	-0.5

# Gathered by group, the compounds so far with a Cl atom.
structure	SENP6 inh	SENP7 block	SENP8 block-1	SENP1 inh	UBC13 inh	SENP8 block-2	PfGluPho inh	HKDC1 inh	beta cell repl
Cn1c(CN2CCOCC2)nnc1SCC(=O)Nc1cc(Cl)ccc1Cl	-20.3	-7.4	3.7	3.9	2.5	-10.2	-19.6	-1.8	-2.9
O=C(CCc1nc2ccccc2c(=O)[nH]1)NCCN1C(=O)S/C(=C\c2ccc(Cl)cc2Cl)C1=O	-8.0	-12.0	-22.9	-7.3	-9.4	-13.3	0.4	2.3	-6.0
CCOc1ccc(S(=O)(=O)N2CCOCC2)cc1NC(=O)Cc1c(F)cccc1Cl	5.0	-6.0	9.5	2.3	2.2	4.5	4.9	-7.5	2.0
N=C(N)SCc1ccc(Cl)c2ccccc12	x	x	12.9	1.0	x	x	26.9	4.8	x
O=C1CC(N2CCOCC2)C(=O)N1c1cccc(Cl)c1 (stereo not drawn)	-6.0	-3.5	25.9	1.7	8.6	-2.3	-13.0	0.8	2.8
Cc1ccc(S(=O)(=O)N(C)C)cc1-n1c(SCC(=O)Nc2ccc(F)cc2Cl)nc2ccccc2c1=O	11.0	0.1	0.0	0.7	3.4	-0.1	-0.7	-1.4	0.0
